HT1080 IDH1KD tx: HT-1080 IDH1 knockdown cell toxicity (counter line). Potency, µM (series often up to 46.1 µM), without a hit: top-dose activity, negative = toxicity, most hits filed as cytotoxic. HT-1080 IDH1 knockdown viability, ATP luminescence, 48 h. actives 2% (n = 360,000);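 note: 0% = DMSO wells and -100% = cell-free medium wells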
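Luminescent ATP read-out (CellTiter-Glo, 10 min at room temperature) after 48 h compound exposure at 37 °C gave viability of IDH1-knockdown HT-1080 cells. Activity was normalised to DMSO and cell-free wells, then fitted as concentration-response curves.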
TDP43 rescue: inhibitors of TDP-43 toxicity in yeast; TDP-43 expressing yeast growth rescue, BacTiter-Glo, 24 h; Potency, µM (top dose mostly 46.1 µM), inactives show at the highest dose growth rescue (activation), hits mostly activators; actives 1.8% (n = 410,000); AID 652104; note: % of control where 0% means no effect; nearly all actives have a fitted effect of over 50% in size
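Growth rescue of TDP-43-toxic yeast measured as ATP luminescence (BacTiter-Glo). Cells grown to mid-log in raffinose, induced in galactose at OD600=0.02, exposed to compound 24 hr at 30 deg C.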
GLP-1R inv ag: inverse agonists of human GLP-1 receptor; P43220; Potency, µM (highest dose often 38.3 µM), inactives show at the top dose activity change, negative = inhibition, hits mostly inhibitors; HEK293 GLP-1R CRE-luciferase, luminescence, 24 h; GLP-1R form is constitutively active; actives 1.6% (n = 410,000); note: % is set by controls: 0 for no effect and ±100 for the full control effect; nearly all actives have a fitted effect of over 55% in size
Target sequence (P43220 whole entry, looked up): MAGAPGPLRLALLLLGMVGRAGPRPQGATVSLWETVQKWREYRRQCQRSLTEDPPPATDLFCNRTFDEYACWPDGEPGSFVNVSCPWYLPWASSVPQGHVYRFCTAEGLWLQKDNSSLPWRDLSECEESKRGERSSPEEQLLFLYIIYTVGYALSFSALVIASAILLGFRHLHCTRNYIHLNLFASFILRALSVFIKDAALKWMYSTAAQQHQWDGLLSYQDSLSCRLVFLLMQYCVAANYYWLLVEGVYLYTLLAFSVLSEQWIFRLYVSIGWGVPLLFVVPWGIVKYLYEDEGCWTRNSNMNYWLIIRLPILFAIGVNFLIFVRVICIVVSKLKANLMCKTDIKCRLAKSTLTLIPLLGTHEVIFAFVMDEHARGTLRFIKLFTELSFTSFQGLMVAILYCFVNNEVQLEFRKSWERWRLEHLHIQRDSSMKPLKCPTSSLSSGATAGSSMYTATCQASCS
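Inverse agonism was detected as reduced cAMP-driven luciferase luminescence after 24 h compound treatment. The cells were HEK293 clones expressing constitutively active human GLP-1R with the reporter. Reporter-only and GPR119 cell lines served as counterscreen controls.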
HT1080-NT tox: kills 2HG-producing HT-1080-NT fibrosarcoma cells; HT-1080-NT fibrosarcoma viability, CellTiter-Glo ATP luminescence, 48 h; Potency, µM (highest dose often 46.1 µM), without a hit: top-dose activity, negative = less viability, actives largely listed as cytotoxic; actives 1.6% (n = 360,000);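 note: NT is the 2HG producing partner of a matched IDH1 knockdown line; 0% = DMSO-treated cells and -100% = media-only wells without cells; nearly all actives have a fitted effect of over 55% in size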
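Viability by CellTiter-Glo luminescence after 48 h compound exposure at 37C of HT-1080-NT cells (750/well, RPMI, 5% FBS). % activity scaled between DMSO wells and medium-only wells, then curve-fitted and categorized by curve class.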
GLP1R ag: agonists of human GLP-1 receptor. P43220. HEK293 GLP-1R CRE-luciferase, luminescence, 4-6 h; cells express a hypersensitive GLP-1R form. Potency, µM (titrated, usually from 45.6 µM), inactives show at the top dose activation, hits mostly activators. actives 0.007% (n = 380,000). AID 624172; note: % of control where 0% means no effect
GLP1R cytotox: cytotoxic in the GLP-1 receptor inverse agonist counter-screen. Potency, µM (doses to about 38.3 µM), for the others: at the top dose activity change, negative = inhibition, hits mostly inhibitors. HEK293 cAMP-luciferase reporter cells, luminescence, 24 h. actives 0.13% (n = 410,000). AID 624418;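 note: loss of luciferase light is scored as toxicity; % is set by controls: 0 for no effect and ±100 for the full control effect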
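Cells in DMEM/10% Nu serum/1% pen-strep, 1536-well format. Pre-incubated 12 h, dosed with 23 nL compound, incubated a further 24 h. Luciferase detection, 12 min at room temp, luminescence.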
SW480 rereplic: induces DNA re-replication in SW480 colon adenocarcinoma cells; Potency, µM (series often up to 46.1 µM), for the others: at the highest dose re-replication activation, actives largely listed as activators; actives 1.8% (n = 340,000); SW480 DNA re-replication, Hoechst DNA content imaging, 48 h; note: % of control where 0% means no effect; nearly all actives have a fitted effect of over 55% in size
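Cells (250 per well) received 23 nL compound or DMSO by pin tool and were kept 48 hr at 37 C, 5% CO2. Nuclei were then stained with Hoechst for 40 min and scanned for DNA content.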
KB-3-1 cytotox: kills parental KB-3-1 adenocarcinoma cells; KB-3-1 viability, CellTiter-Glo ATP luminescence, 72 h; Potency, µM (highest dose often 46.1 µM), for the others: at the top dose activity change, negative = cytotoxic, most hits filed as cytotoxic; actives 1.4% (n = 400,000); note: % is set by controls: 0 for no effect and ±100 for the full control effect; nearly all actives have a fitted effect of over 60% in size
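Using CellTiter-Glo luminescence, growth of non-resistant KB-3-1 adenocarcinoma cells is assessed 72 h after pin-tool compound addition at 37 °C. Normalized responses across the concentration series yield fitted curves.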
KB-V1 MDR tox: KB-V1 MDR subline cytotoxicity | KB-V1 MDR cells viability, CellTiter-Glo, 72 h | Potency, µM (series often up to 46.1 µM), inactives show top-dose activity change, negative = cytotoxicity, most hits filed as cytotoxic | actives 3.4% (n = 400,000) | AID 1347076; note: % is set by controls: 0 for no effect and ±100 for the full control effect; nearly all actives have a fitted effect of over 60% in size
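Compound-treated KB-V1 multidrug-resistant cells, 72 h, 37 degrees C; viability by CellTiter-Glo. Fitted qHTS curves give the values.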
Numbers without * were called inactive; u = inconclusive; x = not tested or not shown; & = joins results of further samples; [ ] = another dose, or the depositor's remark. Calls come from the whole dose curve; as a rule, active = well fitted curve in the direction sought with a large enough effect; inconclusive = small, poorly fitted or top-dose-only effect, or another doubt; inactive = no such curve, though single readings can be large; an effect the other way counts as inactive or inconclusive. Potency is the fitted concentration of half-maximal effect.

SMILES	GLP1R ag	GLP-1R inv ag	SW480 rereplic	GLP1R cytotox	HT1080-NT tox	KB-V1 MDR tox	KB-3-1 cytotox	HT1080 IDH1KD tx	TDP43 rescue
O=C(CNC(=O)c1ccco1)OCc1ccc(C(=O)c2ccccc2)cc1	5.1%	-3.9%	-14.0%	-4.8%	0.7%	-5.7%	-1.9%	5.2%	7.2%[9.22 µM]
COc1ccc(-c2[nH]ncc2/C=N\NC(=O)c2ccc(C(C)(C)C)cc2)cc1OC	24.6%	u	4.1%	u	-41.1%	-2.5%	-2.8%	u	13.4%
CCOc1ccc(CCN2C(=O)C3C4C=CC(C4)C3C2=O)cc1OCC (stereo not given)	5.0%	-26.5%	27.2%	24.7%	-2.4%	0.8%	-8.8%	2.3%	22.1%
Cn1nnc2ccccc2c1=O	2.3%	4.0%	-5.9%	3.4%	16.4%	u	-2.0%	8.7%	-12.3%
Cc1cc2n(n1)SC(Nc1ccc(F)c(Cl)c1)N2 (stereo not given)	0.4%	0.0%	u	u	u	u	-14.1%	u	u
Cc1ccccc1C1C=C(c2ccc(Cl)cc2)Nc2nnnn21 (stereo not given)	x	-0.8%	x	45.7%[activator]	x	4.1%	5.6%	x	14.9%
COc1ccc2c(c1)CCc1c(C(=O)N3CC4(C)CC3CC(C)(C)C4)noc1-2 (stereo not given)	2.0%	12.6µM*	2.3%	-10.8%	u	-12.5%	4.6%	u	-21.2%
O=C(CCSc1ccccc1)Nc1nnc(-c2ccccc2)o1	3.1%	-26.0%	-13.1%	u	-5.1%	8.5%	0.0%	-15.8%	-16.8%
Cc1ccc(-n2c(CCC(=O)O)ccc2-c2cccs2)cc1	-1.8%	-23.2%	-0.7%	-7.3%	0.4%	u	1.6%	u	-12.1%
Cc1nn2c(CN(C(=O)CN3CCOCC3)c3ccccc3)nnc2c2ccccc12	4.1%	5.0%	-6.4%	1.6%	22.8%	11.1%	4.7%	20.5%	0.4%
Clc1ccc(-c2nnc(-c3ccccc3)c(-c3ccccc3)n2)cc1	-1.8%	-1.9%	-19.9%	-2.6%	4.9%	-7.1%	-0.3%	-15.7%	1.9%
CN(C(=O)COC(=O)Cc1c[nH]c2ccccc12)c1c(N)n(Cc2ccccc2)c(=O)[nH]c1=O	-1.0%	-14.4%	-13.5%	-6.3%	5.8%	u	0.0%	0.1%	14.5%
Cc1ccc(S(=O)(=O)N(C)/N=C2/C(=O)N(CC(=O)O)c3ccccc32)cc1	-2.6%	11.3%	-7.3%	-9.2%	-1.9%	11.4%	-5.8%	1.1%	-4.1%
CC1(C(=O)NCC2CC2)Cc2c(-c3cccc(C(F)(F)F)c3)ccnc2O1 (stereo not given)	-4.5%	u	x	-23.7%	u	u	u	20.6µM*	15.9%
CC(C)(C)NC(=O)C(C1CC1)n1c(=O)c(-c2ccccc2)nc2ccccc21 (stereo not given)	x	-17.2%	x	-9.1%	16.6%	u	-14.4%	9.8%	u
CSc1ccc(CCNC(=O)c2cc3cc4cc(C)ccc4nc3s2)cc1	x	9.0%	x	0.8%	x	9.3%	-6.3%	x	2.7%
CC(C)(C)NC(=O)CSc1nc(O)cc(=O)n1-c1ccccc1	3.1%	0.2%	-1.9%	13.9%	6.7%	1.2%	5.3%	0.0%	8.5%
O=C(O)CCNS(=O)(=O)c1ccc2c(c1)Cc1ccccc1-2	-1.3%	15.5%	-5.9%	1.7%	-2.8%	-0.2%	-1.2%	-0.7%[9.24 µM]	6.3%
O=C(O)COc1ccc(F)cc1Br	-4.1%	3.1%	-21.4%	0.0%	u	1.9%	12.9%	0.3%	14.3%
CC(=O)Nc1ccc(C(=O)CSc2nnc3scc(-c4ccccc4)n23)cc1	1.6%	0.0%	-4.9%	-15.2%	9.0%	9.8%	0.7%	-0.1%	-7.7%
CCOc1cc(/C=C/c2cc(C(F)(F)F)[nH]c(=O)n2)ccc1O	-4.6%	u	u	-19.5%	u	-18.4%	u	u	-10.6%
O=c1c2ccccc2oc2cc(-c3ccc4cc[nH]c4c3)ccc12	7.4%	25.1%	u	8.5%	-1.4%	-18.5%	-13.1%	-0.4%	1.9%
CC(C)C(NC(=O)OCc1ccccc1)C(=O)OCC(=O)NC1CC1 (stereo not given)	5.5%	-5.3%[7.66 µM]	-1.7%	-7.5%[7.66 µM]	5.5%	3.2%	2.6%	0.5%	8.5%[9.22 µM]
CCN(CC(=O)Nc1ccc(NC(C)=O)cc1)C(=O)c1ccc(COc2ccccc2)o1	-7.9%	-21.4%	-6.3%	-2.8%	-8.4%	25.3%	-9.1%	-1.9%	-5.7%
CCc1ccc(C(=O)Nc2nnn(CC)n2)cc1	-18.3%	u	-10.9%	-10.2%	1.4%	3.9%	10.3%	2.9%	-23.9%

Reprinted at random: 2 entries already listed, in no set order.
SMILES	GLP1R ag	GLP-1R inv ag	SW480 rereplic	GLP1R cytotox	HT1080-NT tox	KB-V1 MDR tox	KB-3-1 cytotox	HT1080 IDH1KD tx	TDP43 rescue
Cc1nn2c(CN(C(=O)CN3CCOCC3)c3ccccc3)nnc2c2ccccc12	4.1%	5.0%	-6.4%	1.6%	22.8%	11.1%	4.7%	20.5%	0.4%
COc1ccc2c(c1)CCc1c(C(=O)N3CC4(C)CC3CC(C)(C)C4)noc1-2 (stereo not given)	2.0%	12.6µM*	2.3%	-10.8%	u	-12.5%	4.6%	u	-21.2%

More entries follow.
SMILES	GLP1R ag	GLP-1R inv ag	SW480 rereplic	GLP1R cytotox	HT1080-NT tox	KB-V1 MDR tox	KB-3-1 cytotox	HT1080 IDH1KD tx	TDP43 rescue
Cc1cnc(C(=O)OCC(=O)Nc2sc3c(c2C#N)CCC3)cn1	1.1%	17.8%	-1.4%	5.3%	-2.3%	0.0%	0.8%	-5.7%	6.0%
COC(=O)c1c(C(=O)OC)c2ccccn2c1C(=O)c1ccccc1	17.5%	-7.5%	-7.7%	-14.7%	1.1%	u	-2.1%	-11.8%	20.3%
COc1ccc(-n2c(COc3ccc(Cl)cc3Cl)n[nH]c2=S)cc1	-3.4%	u	x	-12.2%	-7.9%	-13.6%	-27.2%	-3.5%	25.4%
O=C(Nc1cccc(S(=O)(=O)N2CCOCC2)c1)c1ccc2c(=O)n3c(nc2c1)CCCCC3	-0.4%	-10.8%[7.66 µM]	-5.7%	-1.7%[7.66 µM]	u	u	-4.0%	-25.2%	-2.4%
O=C(CNC(=O)c1ccccc1)OCc1ccc([N+](=O)[O-])cc1	-1.1%	26.8%	-30.3%[inhibitor]	15.7%	-3.7%	-9.7%	7.4%	-3.3%	u
Cc1ccc(N(CCC(=O)NC(C)(C)C)S(=O)(=O)c2ccc(C)cc2)cc1	9.8%	u	12.1%	-5.8%	13.6%	-2.9%	3.8%	8.3%	-1.7%
Cc1cc(C)nc(NC(N)=NC(C)c2ccccc2)n1 (stereo not given)	-0.5%	u	-17.2%	-9.5%	u	-11.1%	u	-20.5%	7.8%
O=C(NC(=Nc1ccccc1)N1CCOCC1)Nc1ccccc1	1.8%	-0.6%	u	7.4%	-0.7%	0.0%	1.9%	1.7%	-8.9%
O=C(CCSc1nc(-c2ccco2)cc(C(F)(F)F)n1)Nc1cccc(O)c1	x	u	x	3.9%	x	-11.9%	-5.7%	x	8.2%
O=C(CNCc1ccc(Cl)cc1)Nc1cccc(C(=O)O)c1	-3.7%	12.2%	10.9%	-7.7%	11.3%	-2.0%	2.6%	2.2%	0.0%
CCCCCCCCN1[C@@H](CC(=O)O)c2cc(F)ccc2S1(=O)=O	-5.3%	5.6%	-5.4%	4.8%	-5.7%	10.6%&-4.4%	6.6%&4.9%	2.3%	9.7%
C[C@H]1[C@H](c2ccccc2)C[C@@H](C(=O)O)C1(C)C	-3.1%	9.7%	-3.4%	3.7%	-1.2%	u	14.4%	1.7%	14.1µM*
CCNC(=S)NNC(=O)c1cc(-c2ccccc2C)nc2ccccc12	2.2%	-1.1%	-3.5%	5.0%	u	16.4µM*	-9.5%	u	-5.6%
CCOc1ccc(NC(=O)CNS(=O)(=O)c2ccc(Br)s2)cc1	x	u	x	-2.1%	x	-15.2%	-7.1%	x	5.7%
Cc1ccc(-c2ocnc2C(=O)Nc2ccccc2C(=O)N2CCCC2)cc1	4.9%	11.2%	0.8%	-0.1%	0.1%	u	u	4.9%	u
COc1ccc(C(O)c2nc(-c3ccc(F)c(Cl)c3)cs2)cc1 (stereo not given)	26.6%	-21.9%	x	1.0%	u	2.5%	0.0%	u	11.2µM*
CCCC(=O)Nc1cc(C(F)(F)F)ccc1N1CCOCC1	19.8%	12.2%	-9.5%	17.3%	9.2%	9.3%	-0.1%	-1.5%	22.9%
COc1ccc(CCNC(=O)C2CCCN(S(C)(=O)=O)C2)cc1 (stereo not given)	8.0%	10.0%	-2.2%	-4.0%	-1.1%	-3.0%	-3.9%	-4.8%	0.0%
COc1ccc(-c2nn(CCC#N)cc2/C=N/O)cc1	-0.4%	21.2%	-3.8%	3.0%	21.2%	1.7%	-3.5%	u	-20.6%
Nc1nc(N)nc(-c2cc(F)ccc2O)n1	-5.0%	9.8%	u	u	-17.5%	8.9%	0.0%	-19.6%	u
Cc1cnc(CNC(=O)c2ccc3oc(C(C)C)nc3c2)[nH]1	6.4%	-2.3%	-26.1%	10.1%	-2.8%	u	13.5%	-2.1%	-1.0%
COc1cc(OC)c(C(=O)c2ccccc2[N+](=O)[O-])c(OC)c1	-1.8%	-9.2%	x	-0.6%	4.1%	-3.0%	21.4%	10.3%	18.8%
CCOc1ncccc1C(=O)Nc1cccc(-c2nc3cccnc3s2)c1	7.5%	32.2%[activator]	-0.6%	-1.2%	-10.4%	-10.3%	-18.8%	0.2%	-4.7%
O=C(Cn1cc(C(=O)COc2ccccc2)c2ccccc21)NCc1ccco1	-19.2%	u	9.5%	-12.2%	-12.2%	3.1%	-4.7%	-7.4%	-3.4%

Assay outcomes (PubChem)

Hits appear at their usual frequency; overall some 9.4% were active at least once.
